Screening data from PubChem.
CSM14.1 death rescue – rescue of cells from ER stress-induced death, primary screen, 384-well, CSM14.1, thapsigargin, ATP luminescence (AID 1222). one-dose cellular ATP content (survival), % at 20 µM; EC50 in µM for titrated hits. CSM14.1 thapsigargin-induced death rescue, ATP luminescence; higher % means a stronger effect. 190,000 tested, under 10 active;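 active = EC50 below 50 µM in the dose-response confirmation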;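 also: death triggered by thapsigargin at about 15 µM added after 2 h compound pretreatment; cell ATP read after overnight thapsigargin exposure of roughly 18 to 22 hours; normalized against plate controls of thapsigargin alone and 5% DMSO vehicle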
Autophagy HCS – alters autophagy in cells; MEF GFP-LC3 puncta imaging; test concentration mostly 10 µM; calls only at 10 µM (by protocol); 190,000 compounds, 0.98% hits;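 active = percentage of spot-positive cells more than 3 SD above its plate mean, without a fluorescence outlier flag or 80% toxicity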;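 also: spot-positive cell cutoff set from DMSO-treated cells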
Insulin prom up – MIN6 insulin promoter up-regulation; MIN6 insulin promoter-GFP reporter, high-content imaging; hits give high values; z-score at 5 µM; 190,000 compounds, 0.3% hits; AID 1625;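 active = z-score above 3 at 5 µM with at least 500 cells counted in the well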
Dynein transport – blocks dynein driven cargo transport along microtubules | 3617.4 mouse cells, GR-EGFP nuclear translocation imaging; test concentration mostly 20 µM; stimulated with dexamethasone, 1 µM; hits give low values | z-score, hits read low | 220,000 compounds, 0.47% hits | AID 1381;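 active = plate z-score of nuclear minus cytoplasmic receptor signal below a set negative limit, without overly bright fluorescence or cell loss, cut at about -3.5 in these data, passing the limit was not always enough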;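 also: z-score of nuclear minus cytoplasmic ring GR-EGFP intensity difference per well; some compounds called inactive have numbers as strong as hits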
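Buffer or medium: tet-free medium with charcoal-stripped serum / Also added: dexamethasone agonist, 1.0 µM final, for 30 min / Timing: induction 48 h, compound 1 h, agonist 30 min / Measured by: high-content fluorescence imaging after fixation / Read-out: nuclear-to-cytoplasmic GR-EGFP distribution per well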
Lipid droplet – hepatic lipid droplet formation modulation. 240,000 compounds, 0.4% hits. AML12 mouse hepatocytes, oleate lipid droplets, BODIPY imaging. AID 1656. inhibition, % at 6.5 µM;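 active = lipid droplet intensity inhibited by at least 50%, with more than 500 cells counted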
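Test system: AML12 mouse liver cells; schedule: overnight exposure; technique: high-content imaging of BODIPY-stained droplets and DAPI nuclei; read-out: % inhibition of corrected integrated BODIPY droplet signal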
XIAP antagonists – small molecules displacing peptide from XIAP – biochemical, IAP family, fluorescence polarization (AID 1018); XIAP BIR domain, fluorescence polarization peptide displacement; higher % means a stronger effect; displacement, % at 20 µM, or IC50 in µM where a hit was titrated; 200,000 compounds, 0.007% hits; in the data active = displacement above about 50%; also: a part of the inactive calls stands beside numbers as strong as those of hits
WT yeast gro inh – growth inhibition of WT yeast, mitochondrial fusion screen; AID 1362; 190,000 compounds, 2.1% hits; inhibition, % at 10 µM; mitochondrial fusion phenotypic screen, WT strain; in the data active = inhibition above about 58%; tested in S. cerevisiae
b-catenin transl – modulators of beta-catenin nuclear translocation. HeLa beta-catenin nuclear translocation, immunofluorescence imaging. nuclear translocation activity, % at 5 µM. 190,000 compounds, 0.3% hits;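 active = nuclear translocation activity above 50% at 5 µM, with a well cell count of 50 or more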;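 also: per-cell ratio of nuclear to cytoplasmic median beta-catenin stain intensity; plate controls were DMSO negative control for no effect and GSK-3 inhibitor IX positive control for full effect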
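Test system: human HeLa cells, native beta-catenin. Compound dosing: 5 µM primary single dose, 0.1% DMSO, 0.02–20 µM confirmation series. Incubation: compound exposure 24 h at 37°C. Detection: beta-catenin immunostaining with DAPI counterstain, 20x imaging, 6 fields/well. Read-out basis: Nuclear/cytoplasmic beta-catenin signal ratio, % activation.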
MT stabilize HCS – microtubule stabilizers in HeLa cells; HeLa tubulin immunostaining HCS, 24 h; share of cells brighter than vehicle mean+2SD; % tubulin-high responders, % at 10 µM; 200,000 compounds, 0.83% hits;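 active = plate Z-score above 3 for both tubulin-high and condensed-nucleus cell shares, with cell loss under 80%, at 10 µM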;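 also: anti alpha tubulin signal scored within the nucleus-defined area of each cell; some results filed as inactive read as strong as hits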
WT yeast gro inh mutant strain – recorded beside WT yeast gro inh, whose call it bears; inhibition, %; mitochondrial fusion phenotypic screen, mutant strain inhibition
Dynein transport cytoplasmic EGFP – further read-out of Dynein transport, marked with its call; z-score; measured here: cytoplasmic GR-EGFP intensity; hits give high values
Dynein transport nuclear GR-EGFP – further read-out of Dynein transport, marked with its call; z-score; measured here: nuclear GR-EGFP intensity;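 lower value marks the stronger effect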
Dynein transport cell count – recorded beside Dynein transport, whose call it bears; z-score; measured here: cell count per field
Insulin prom up cell count – further read-out of Insulin prom up, marked with its call; cell count; measured here: cytotoxicity, nuclei count;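 total cells summed across four imaged fields per well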
Lipid droplet cells 6.5 µM – further read-out of Lipid droplet, marked with its call; cell count; measured here: cell count, cytotoxicity flag;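 cells counted across two imaged fields per well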
b-catenin transl cell count 5 µM – recorded beside b-catenin transl, whose call it bears; cell count; measured here: cell count, cytotoxicity flag
MT stabilize HCS Hoechst-high % – further read-out of MT stabilize HCS, marked with its call; % Hoechst-high responders; measured here: nuclear condensation Hoechst responders;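 share of cells brighter than vehicle mean plus two SD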
MT stabilize HCS cytotoxicity % – recorded beside MT stabilize HCS, whose call it bears; toxicity, %; measured here: cytotoxicity by cell density;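 0% = mean cell density of plate MIN control wells and 100% = no cells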
Autophagy HCS cell loss 18 h – second read-out of Autophagy HCS, no call of its own (marks repeat the call); toxicity, %; measured here: cell loss, nuclei count;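 cell loss after 18 h compound exposure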
* hit, by the source's call; i = inactive; · = no result given. Hits appear at their usual frequency. About 4% of those tested had a hit in this group.

#	structure	CSM14.1 death rescue	Autophagy HCS	Autophagy HCS cell loss 18 h	Insulin prom up	Insulin prom up cell count	Dynein transport	Dynein transport cytoplasmic EGFP	Dynein transport nuclear GR-EGFP	Dynein transport cell count	Lipid droplet	Lipid droplet cells 6.5 µM	XIAP antagonists	WT yeast gro inh	WT yeast gro inh mutant strain	b-catenin transl	b-catenin transl cell count 5 µM	MT stabilize HCS	MT stabilize HCS Hoechst-high %	MT stabilize HCS cytotoxicity %
1	CC(C)N(C(=O)COC(=O)c1cncc(Br)c1)C(C)C	-0.4%	i	-1	-0.3	1278	-0.49	-0.3	0.16	1.6	-13	717	-5.4%	-13	7	-1.5	1129	3.8	3.6	12
2	CCCCC(CC(O)COCCC)c1n[nH]c(=S)n1-c1ccccc1 (stereo not drawn)	-1.0%	i	0	·	·	1.7	-0.18	0.89	-1.4	-1	667	-4.6%	2	11	0.1	1046	1.3	1.9	3.6
3	CCOC(=O)c1ccc(NC(=O)CCc2nc(-c3cccc(C)c3)no2)cc1	-1.3%	i	-6	-1.2	1311	0.069	-0.27	0.38	0.4	-18	671	-5.1%	-13	-31	·	·	2.2	3.0	16
4	COc1ccc2c(c1)O[C@H](c1ccc3c(c1)OCO3)[C@@H](O)C2=O	-1.3%	i	-13	-0.06	1148	0.59	-0.23	0.6	0.32	-18	712	-6.0%	-15	-14	·	·	6.9	3.3	3.2
5	O=S(=O)(/N=C(/Nc1cc(N2CCOCC2)ncn1)c1ccccc1)c1ccccc1	-2.7%	i	-5	-0.59	1334	0.4	-0.24	0.2	0.65	-11	658	-1.9%	11	12	·	·	3.1	1.7	0.0
6	Cc1coc2c(C)c3oc(=O)c4c(c3cc12)CCCC4	1.0%	·	·	0.58	1264	·	·	·	·	·	·	-1.0%	15	-6	·	·	·	·	·
7	CC(C)(CO)NS(=O)(=O)c1ccc2c(c1)oc(=O)c1cc(S(=O)(=O)NC(C)(C)CO)ccc12	4.5%	i	3	0.2	1249	-0.5	-0.27	0.027	-0.2	2	738	-2.8%	5	8	-2.3	1117	1.6	1.8	37
8	COc1ccccc1/C=C1\SC(=S)N(CCC(=O)NCCCN2CCOCC2)C1=O	-1.9%	i	4	0.21	1401	0.31	0.14	0.81	-0.29	-7	718	-2.9%	-9	-12	-0.1	1506	3.8	1.4	8.1
9	COc1ccccc1/C=C/C(=O)OCC(=O)Nc1c(F)cccc1F	2.1%	i	7	-0.11	1154	-0.11	-0.28	0.19	0.3	2	691	-1.1%	10	2	-0.6	1142	3.4	2.3	5.9
10	Cc1ccc2c(c1)nnn2C1CCN(S(=O)(=O)c2ccc(C(=O)O)cc2)CC1	0.2%	i	18	-0.16	1513	-0.22	-0.33	0.19	0.72	0	653	-4.6%	-14	-20	-1.4	1009	·	·	·
11	NS(=O)(=O)c1ccc2nc(NC(=O)c3ccc(Br)o3)sc2c1	-0.6%	i	-3	0.23	1235	-0.73	2.7	0.019	1.4	12	670	-4.7%	4	5	0.8	1144	2.6	2.9	11
12	CC(/C=N/NC(=S)Nc1cccc(S(=O)(=O)N(C)C)c1)c1ccccc1 (stereo not drawn)	0.5%	i	3	0.21	1354	2.9	-0.041	1.6	-1.7	-32	644	-4.7%	-13	-29	0.0	960	1.9	3.7	9.7
13	O=C1CC(=O)N2N=C(c3ccc([N+](=O)[O-])cc3)SC2=N1	0.4%	i	-5	0.11	1519	0.55	-0.24	0.49	-0.62	5	610	-26%	-10	0	1.3	1104	4.5	1.7	6.7
14	CCCn1c(=O)c(C(=O)NNS(=O)(=O)c2ccc(C)cc2)c(O)c2ccccc21	-2.2%	i	-11	-0.31	1437	0.73	-0.2	0.56	-0.39	-1	623	0.1%	51	26	0.9	1004	3.1	2.8	5.2
15	COc1cccc(-n2c(=O)n(Cc3ccccc3)c(=O)c3[nH]cnc32)c1	·	·	·	-0.56	1105	1.1	-0.23	0.45	0.21	11	709	·	·	·	0.4	1318	·	·	·

In a second layout: results already given
13: O=C1CC(=O)N2N=C(c3ccc([N+](=O)[O-])cc3)SC2=N1
  CSM14.1 death rescue = 0.4%
  Autophagy HCS = i
  Autophagy HCS cell loss 18 h = -5
  Insulin prom up = 0.11
  Insulin prom up cell count = 1519
  Dynein transport = 0.55
  Dynein transport cytoplasmic EGFP = -0.24
  Dynein transport nuclear GR-EGFP = 0.49
  Dynein transport cell count = -0.62
  Lipid droplet = 5
  Lipid droplet cells 6.5 µM = 610
  XIAP antagonists = -26%
  WT yeast gro inh = -10
  WT yeast gro inh mutant strain = 0
  b-catenin transl = 1.3
  b-catenin transl cell count 5 µM = 1104
  MT stabilize HCS = 4.5
  MT stabilize HCS Hoechst-high % = 1.7
  MT stabilize HCS cytotoxicity % = 6.7
14: CCCn1c(=O)c(C(=O)NNS(=O)(=O)c2ccc(C)cc2)c(O)c2ccccc21
  CSM14.1 death rescue = -2.2%
  Autophagy HCS = i
  Autophagy HCS cell loss 18 h = -11
  Insulin prom up = -0.31
  Insulin prom up cell count = 1437
  Dynein transport = 0.73
  Dynein transport cytoplasmic EGFP = -0.2
  Dynein transport nuclear GR-EGFP = 0.56
  Dynein transport cell count = -0.39
  Lipid droplet = -1
  Lipid droplet cells 6.5 µM = 623
  XIAP antagonists = 0.1%
  WT yeast gro inh = 51
  WT yeast gro inh mutant strain = 26
  b-catenin transl = 0.9
  b-catenin transl cell count 5 µM = 1004
  MT stabilize HCS = 3.1
  MT stabilize HCS Hoechst-high % = 2.8
  MT stabilize HCS cytotoxicity % = 5.2

(cont.)
#	structure	CSM14.1 death rescue	Autophagy HCS	Autophagy HCS cell loss 18 h	Insulin prom up	Insulin prom up cell count	Dynein transport	Dynein transport cytoplasmic EGFP	Dynein transport nuclear GR-EGFP	Dynein transport cell count	Lipid droplet	Lipid droplet cells 6.5 µM	XIAP antagonists	WT yeast gro inh	WT yeast gro inh mutant strain	b-catenin transl	b-catenin transl cell count 5 µM	MT stabilize HCS	MT stabilize HCS Hoechst-high %	MT stabilize HCS cytotoxicity %
16	Cc1cc(NC(=O)c2cccc(S(=O)(=O)N3CC(c4ccccc4)CC3=O)c2)no1 (stereo not drawn)	·	·	·	0.29	1957	-0.73	-0.1	-0.18	-0.81	-6	587	-2.8%	14	3	-1.0	1166	3.2	2.0	9.3
17	O=C(O)c1ccc2c(c1)C(=O)N(c1cc(C(=O)O)ccc1Br)C2=O	-1.7%	i	-11	1	1206	0.025	-0.14	0.44	0.21	-1	751	-7.5%	9	17	·	·	5.2	1.7	8.5
18	CCOC(=O)C1=NOC2C(=O)N(c3ccc(Cl)cc3Cl)C(=O)C12 (stereo not drawn)	-5.6%	i	4	-0.87	1341	-1.2	-0.21	-0.66	0.9	22	682	-5.4%	-38	-1	0.5	1121	2.7	2.4	6.6
19	COc1ccc2c(c1)C(=O)OC2CC(=O)O (stereo not drawn)	0.5%	i	12	·	·	-0.37	-0.24	-0.067	1.6	·	·	0.5%	5	-8	-3.9	1037	1.5	2.0	6.9
20	N#Cc1nc(COc2ccccc2F)oc1NCc1ccc(F)cc1	0.7%	i	20	0.29	892	-0.9	-0.2	-0.41	0.2	·	·	-1.4%	2	-3	1.0	1169	5.6	2.4	5.1
21	O=C(CCN1C(=O)C2C3C=CC(C3)C2C1=O)N1CC(=O)N(CCc2ccccc2)C(=O)C1 (stereo not drawn)	3.4%	i	13	-0.55	1256	1.4	-0.043	0.75	-2	5	775	-4.5%	-4	-6	-2.0	1088	4.4	2.1	1.6
22	COc1cc2c(cc1OC)C(C)N(C(=O)c1cc3c(=O)oc4ccc(C)cc4c3s1)CC2 (stereo not drawn)	2.7%	i	29	-1.3	1283	-0.53	-0.28	0.34	0.75	-2	735	-2.1%	37	7	0.5	523	4.3	2.8	4.5
23	CCCCC(CC)CNC(=O)C(=O)c1ccccc1NC(C)=O (stereo not drawn)	1.3%	i	4	·	·	-0.15	-0.3	-0.43	0.4	0	648	-5.5%	-12	-10	-0.9	917	8.0	2.4	6.1
24	O=C(NCc1ccc2c(c1)OCO2)C(=O)Nc1ccccc1	-0.6%	i	-14	0.12	1133	-0.04	-0.24	0.6	-0.058	18	703	-3.6%	1	9	-2.1	1034	0.2	2.7	8.0
25	COc1ccccc1C(=O)C1CCCN(C(=O)c2cccnc2SC)C1 (stereo not drawn)	-0.6%	i	2	-0.06	1418	-0.9	-0.34	-0.32	1	-31	744	-3.9%	6	6	1.4	965	1.7	2.3	6.5
26	Cc1ccc(S(=O)(=O)NNC(=O)Nc2ccc(Cl)c(Cl)c2)cc1	-2.5%	i	-14	0.06	1431	-0.31	-0.32	0.56	-0.42	-5	684	-5.8%	24	12	0.7	1464	2.5	3.1	8.0
27	N#CC1(c2nc3ccccc3[nH]2)CC1c1ccc2c(c1)OCO2 (stereo not drawn)	0.1%	i	5	0.51	1242	-0.047	-0.31	0.06	0.12	-28	761	-6.1%	9	-1	-3.7	1257	6.5	3.5	8.0
28	Cc1ccc(C)c(-c2csc(N/N=C/c3ccco3)n2)c1	-0.6%	i	12	-0.3	1277	0.1	-0.3	0.15	0.15	22	719	1.4%	38	7	-1.1	1165	3.8	3.3	3.9
29	Cc1ccc(N(Cc2cc3ccc(C)cc3[nH]c2=O)C(=O)c2cccs2)cc1	·	·	·	-0.36	923	-0.51	-0.79	-0.58	0.79	7	320	·	·	·	-0.7	1294	·	·	·
